# GCN5L2 inh – inhibitors of human GCN5L2 histone acetyltransferase | Potency, µM (titrated, usually from 58.9 µM), without a hit: top-dose activity change, negative = inhibition, actives largely listed as inhibitors | Q92830 | GCN5L2 HAT assay, ThioGlo1 CoA-SH fluorescence | hit rate 0.21% among 390,000
# Target sequence (Q92830 whole entry, looked up): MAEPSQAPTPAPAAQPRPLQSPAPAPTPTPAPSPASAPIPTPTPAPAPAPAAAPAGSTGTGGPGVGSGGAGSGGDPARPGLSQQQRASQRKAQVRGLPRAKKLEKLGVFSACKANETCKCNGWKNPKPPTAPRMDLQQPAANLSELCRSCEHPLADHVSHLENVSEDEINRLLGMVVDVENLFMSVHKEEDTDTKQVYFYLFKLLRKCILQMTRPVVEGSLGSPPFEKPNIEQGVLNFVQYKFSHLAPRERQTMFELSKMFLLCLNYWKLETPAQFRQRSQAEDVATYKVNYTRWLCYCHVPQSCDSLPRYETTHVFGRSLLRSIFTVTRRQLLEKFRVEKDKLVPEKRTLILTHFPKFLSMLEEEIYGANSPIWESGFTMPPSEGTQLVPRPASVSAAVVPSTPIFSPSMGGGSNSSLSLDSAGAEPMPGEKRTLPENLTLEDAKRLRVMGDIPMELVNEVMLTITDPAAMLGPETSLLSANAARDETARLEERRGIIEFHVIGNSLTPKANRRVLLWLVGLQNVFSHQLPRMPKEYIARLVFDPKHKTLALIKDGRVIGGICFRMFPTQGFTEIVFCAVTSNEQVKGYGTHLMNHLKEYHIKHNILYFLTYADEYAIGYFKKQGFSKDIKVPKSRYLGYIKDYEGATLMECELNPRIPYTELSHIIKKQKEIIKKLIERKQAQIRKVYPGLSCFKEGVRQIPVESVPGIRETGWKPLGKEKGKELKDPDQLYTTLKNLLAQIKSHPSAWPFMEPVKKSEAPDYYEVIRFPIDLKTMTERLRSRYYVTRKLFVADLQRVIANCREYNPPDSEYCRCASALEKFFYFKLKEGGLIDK
#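 Titration-based screen in which CoA formation is detected via maleimide probe ThioGlo1 (50uM) turning fluorescent on thiol reaction; substrates H3(1-25) 75uM and acetyl-CoA 70uM, GCN5L2 20nM, 20 min incubation at room temperature.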
# TDP1 cell CPT – growth inhibition of DT40 Tdp1-/-;hTDP1 cells with camptothecin (screen for TDP1 inhibitors); chicken DT40 Tdp1-/-;hTDP1 cells + 20 nM CPT, ATP luminescence, 48 h; Potency, µM (titrated, usually from 46.2 µM), inactives show at the highest dose activity change, negative = growth inhibition, actives largely listed as inhibitors; hit rate 12% among 420,000; AID 686979; note: nearly all actives have a fitted effect of over 55% in size
#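 Chicken DT40 Tdp1-/- cells stably complemented with human TDP1 were seeded at 400 cells/well in medium containing 20 nM camptothecin, exposed to pin-transferred compounds, and grown at 37 °C for at least 48 hr. Viability was read as ATP luminescence.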
# TDP1 cell noCPT – qHTS for Inhibitors of human tyrosyl-DNA phosphodiesterase 1 (TDP1): qHTS in cells in absence of CPT. Potency, µM (top dose mostly 46.2 µM), inactives show top-dose activity change, negative = growth inhibition, most hits filed as inhibitors. DT40 Tdp1-/- hTDP1 cells, no CPT, ATP luminescence, 48 h. hit rate 15% among 420,000; note: nearly all actives have a fitted effect of over 55% in size
#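 Luminescent ATP content (CellTiter-Glo) served as the growth readout. Knockout chicken DT40 cells expressing human TDP1 were exposed to compounds without camptothecin for a minimum 48 hr at 37 °C.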
# An asterisk follows results filed as active; u = inconclusive; x = no result given; & = joins results of further samples; [ ] = remark or other dose. Calls come from the whole dose curve; as a rule, active = well fitted curve in the direction sought with a large enough effect; inconclusive = small, poorly fitted or top-dose-only effect, or another doubt; inactive = no such curve, though single readings can be large; an effect the other way counts as inactive or inconclusive. % is set by controls: 0 for no effect and ±100 for the full control effect; potency is the fitted concentration of half-maximal effect. This is a subset, so the mix of outcomes need not match the whole.
SMILES,GCN5L2 inh,TDP1 cell CPT,TDP1 cell noCPT
Cc1c(NC(N)=O)c(=O)n(-c2ccccc2)n1C,-5%,40%[activator],13%
CCCCC(=O)OCc1cc(=O)n2nc(C3CC3)sc2n1,-1%,-19%,-20%
CN1CCN(c2ncnc3c2ncn3[C@H]2CN(Cc3ccc(F)cc3)C[C@@H](CO)O2)CC1,x,u,-20%
CCOC(=O)C1(Cc2ccccc2C(F)(F)F)CCN(CC2CC2)CC1,2%,u,u
Cc1ccc2cccc(OCc3ccc(Br)cc3)c2n1,-6%,u,u
Cn1c(=O)c2c(nc(SCCN3CCOCC3)n2Cc2ccccc2)n(C)c1=O,-4%,-24%,-29%
O=C(O)C1CCN(S(=O)(=O)c2ccc(N3CCOCC3)c([N+](=O)[O-])c2)CC1,3%,-4%,u
CC(C)(CNC(=O)c1cccs1)CNC(=O)c1cccs1,1%,-8%,-16%
O=C(COc1cccc2ccccc12)NCc1cccnc1,-9%,12%,-6%
CC1CN(Cc2ccccc2)C(C)CC1O (centres undefined),-13%,12%,3%
CSc1ccc(CCNC(=O)CCc2nnc3ccc(N4CCC5(CC4)OCCO5)nn23)cc1,-8%,-2%,-22%
CCC1=Nc2cc(C(=O)NC(C)c3ccccc3)ccc2Sc2ccc(Cl)cc21 (centres undefined),-5%,16µM*,u
O=C1COc2ccc(OCc3ccc(F)cc3)cc21,-2%,0%,-4%
O=C(COc1ccc(-n2cnnn2)cc1)Nc1ccc(F)cc1,-4%,0%,-6%
Cc1noc2ncnc(Oc3ccc(C(C)(C)C)cc3)c12,3%,-9%,-7%
CCCCNS(=O)(=O)c1ccc2nc(SCC(=O)Nc3ccccc3Cl)[nH]c2c1,-8%,u,u
O=C(COc1cccc2cccnc12)N/N=C1\SCC(=O)N1Cc1ccco1,2%,-19%,-25%
O=C(Nc1cccc(F)c1)N1CC2(CCN(C(=O)c3csnn3)CC2)C1,-13%,0%,-13%
CN1CCSc2ccc(C(=O)NCc3cccc(Br)c3)cc21,-3%,5%,-22%
COc1ccccc1N/C(N)=N/c1nc(C)cc(C)n1,u,u,u
Cc1cc(C)c(S(=O)(=O)NC2CC3CCC2C3)c(C)c1 (centres undefined),-7%,-28%,-24%
Cc1c(C(=O)N(C)Cc2ccccc2)sc2nc(-c3ccc(F)cc3)cn12,-12%,u,u
COCCC(=O)NNS(=O)(=O)c1ccc(Cl)cc1,-1%,-15%,1%
CCOC(=O)C1=C(C)NC(=S)N(C=O)C1c1ccccc1 (centres undefined),-1%,-15%,u
Nc1cc(=O)[nH]c(SCC(=O)Nc2ccc(Cl)c(Cl)c2)n1,2%,8%,-3%
CCC(=O)Nc1ccc(C(=O)CSc2nnc(-c3ccccc3F)n2CCc2ccccc2)cc1,-1%,-14%,-26%
Cc1cn2c(=O)c(C(=O)N3CCN(c4ccccc4F)CC3)cnc2s1,-9%,-8%,-8%
O=C(Nc1ccc2nn(-c3ccccc3)nc2c1)c1ccc2c(c1)OCCO2,-4%,u,7.3µM*
Cc1ccc2c(c1)nnn2C1CCN(C(=O)C2CCCCC2)CC1,-3%,-26%,-27%
CC(/C=C/c1ccccc1)=N/NC(=O)Cn1nnc(N)n1,-2%,9%,-3%
O=C1Nc2ccc(S(=O)(=O)N(CCO)CCO)c3cccc1c23,-4%,-14%,-2%
COc1ccccc1NC(=O)c1sc2nc3n(c(=O)c2c1C)N=C(c1cccc(Br)c1)CS3,-5%,-9%,1%
NC1=NS(=O)(=O)NC1c1cccc(Cl)c1 (centres undefined),-4%,-4%,-10%
CCC(C(=O)NC(C)(C)C)N(C(=O)c1ccc(Cl)nc1)C1CCCC1 (centres undefined),u,-26%,-19%
CCOc1ccccc1C(=O)NCC(=O)NNC(=O)c1cccc(S(=O)(=O)Nc2ccc(OC)cc2)c1,-3%,u,u
Cc1oc(-c2ccccc2NC(=O)C2CCC2)nc1CNC(=O)c1cccc(C(F)(F)F)c1,x,6%[9.04 µM],-24%
COc1ccc(S(=O)(=O)N2CCCCCC2)cc1C(=O)N(C)CCOc1ccc(Cl)cc1,1%,21µM*,21µM*
CC1CCCCC12NC(=O)N(CC(=O)NCCc1ccccn1)C2=O (centres undefined),-21%,9%,0%
COc1ccc(CCNC(=O)c2cn(C)c3ccc(S(=O)(=O)N(C)C)cc3c2=O)cc1OC,-19%,-5%,u
CC(=O)Nc1ccc(N=Cc2c(O)ccc3ccccc23)cc1,-10%,-1%,10%
COc1cc(C=C(C#N)c2ccc([N+](=O)[O-])cc2)ccc1O,x,u,u
CC1=NN(C(C#N)c2ccccc2)C(c2ccccc2)C1 (centres undefined),-2%,-2%,4%
COc1ccc(-c2cnnn2-c2ccc(NC(=O)c3c(F)cccc3F)cc2)cc1,-12%,12µM*,26µM*
O=C(CCCN1C(=O)c2ccccc2C1=O)Nc1c(C(=O)C2CC2)oc2ccccc12,-3%,0%,5%
CCN(C(=O)COC(=O)c1cc(=O)c2ccccc2o1)c1c(N)n(Cc2ccccc2)c(=O)[nH]c1=O,3%,1%,1%
COc1ccc(C(c2nnnn2Cc2cccs2)N2CCN(c3ccc(F)cc3)CC2)cc1OC (centres undefined),-2%,-21%,u
O=C(CCCn1c(=O)c2sccc2n(CC(=O)NCc2ccco2)c1=O)NCc1ccco1,2%,-2%,-3%
COC(=O)c1ccc(CSc2nc3ccccc3c(=O)n2N)cc1,-6%,2%,u
C/C(=N\NC(=O)CSc1ncccn1)c1ccc2c(c1)OCCO2,-7%,-5%,-22%
CN(C)c1ccc(-c2nn3c(-c4cc(-c5ccccc5)n[nH]4)nnc3s2)cc1,x,5µM*,3.2µM*
Cc1nn(C)cc1NC(=O)CC12CC3CC(CC(C3)C1)C2,-7%,u,u
CCc1cccc2c(C(=O)CN3C(=O)NC4(CCCCC4)C3=O)c[nH]c12,-1%,5.8µM*,5.8µM*
O=C(O)CNC1=NCCCCC1,-4%,3%,0%
CN1CCc2c(sc3c2C(=O)NC(/C=C\c2ccccc2)N3)C1 (centres undefined),-7%,u,-28%
COc1ccc(N2CCN(C(=O)CN3c4cccc5cccc(c45)S3(=O)=O)CC2)cc1,-5%,u,u
CSc1ccccc1C(=O)Nc1cc(C)ccc1C,2%,-22%,-6%
CCOC(=O)c1c(S(=O)(=O)N2CCC(C(=O)Nc3ccc(F)cc3F)CC2)c(C)n(C)c1C,2%,-17%,-3%
O=c1cc(CN2CCC3(CC2)OCCO3)c2c(ccc3ccccc32)o1,-1%,u,u
Clc1ccc2nc(-c3ccc(N4CCOCC4)cc3)c(Nc3ccccc3)n2c1,-11%,u,u
COc1cc(-c2nc(-c3cccc(Cl)c3)c(-c3ccccc3)[nH]2)cc(OC)c1OC,2%,18µM*,16µM*

# Some of these compounds in order of formula weight, largest number first:
SMILES,GCN5L2 inh,TDP1 cell CPT,TDP1 cell noCPT
COc1ccc(C(c2nnnn2Cc2cccs2)N2CCN(c3ccc(F)cc3)CC2)cc1OC (centres undefined),-2%,-21%,u
CCN(C(=O)COC(=O)c1cc(=O)c2ccccc2o1)c1c(N)n(Cc2ccccc2)c(=O)[nH]c1=O,3%,1%,1%
COc1ccc(CCNC(=O)c2cn(C)c3ccc(S(=O)(=O)N(C)C)cc3c2=O)cc1OC,-19%,-5%,u
O=C(CCCn1c(=O)c2sccc2n(CC(=O)NCc2ccco2)c1=O)NCc1ccco1,2%,-2%,-3%
COc1ccc(N2CCN(C(=O)CN3c4cccc5cccc(c45)S3(=O)=O)CC2)cc1,-5%,u,u
O=C(CCCN1C(=O)c2ccccc2C1=O)Nc1c(C(=O)C2CC2)oc2ccccc12,-3%,0%,5%
COc1ccc(-c2cnnn2-c2ccc(NC(=O)c3c(F)cccc3F)cc2)cc1,-12%,12µM*,26µM*
Clc1ccc2nc(-c3ccc(N4CCOCC4)cc3)c(Nc3ccccc3)n2c1,-11%,u,u
CN(C)c1ccc(-c2nn3c(-c4cc(-c5ccccc5)n[nH]4)nnc3s2)cc1,x,5µM*,3.2µM*
CCc1cccc2c(C(=O)CN3C(=O)NC4(CCCCC4)C3=O)c[nH]c12,-1%,5.8µM*,5.8µM*
O=c1cc(CN2CCC3(CC2)OCCO3)c2c(ccc3ccccc32)o1,-1%,u,u
C/C(=N\NC(=O)CSc1ncccn1)c1ccc2c(c1)OCCO2,-7%,-5%,-22%
CN1CCc2c(sc3c2C(=O)NC(/C=C\c2ccccc2)N3)C1 (centres undefined),-7%,u,-28%
CC(=O)Nc1ccc(N=Cc2c(O)ccc3ccccc23)cc1,-10%,-1%,10%
COc1cc(C=C(C#N)c2ccc([N+](=O)[O-])cc2)ccc1O,x,u,u
Cc1nn(C)cc1NC(=O)CC12CC3CC(CC(C3)C1)C2,-7%,u,u
CC1=NN(C(C#N)c2ccccc2)C(c2ccccc2)C1 (centres undefined),-2%,-2%,4%
CSc1ccccc1C(=O)Nc1cc(C)ccc1C,2%,-22%,-6%
O=C(O)CNC1=NCCCCC1,-4%,3%,0%

# The list goes on:
SMILES,GCN5L2 inh,TDP1 cell CPT,TDP1 cell noCPT
CCNc1nc(OC)nc(N2CCC(Cc3ccccc3)CC2)n1,-4%,u,u
O=S(=O)(Nc1ccc(-c2ccc(N3CCCC3)nn2)cc1)c1ccc(Cl)cc1,-3%,15µM*,u
CCCc1ccc2oc(C(=O)NCCN3CCCC(C(N)=O)C3)c(C)c2c1 (centres undefined),3%,u,u
CC(=O)Nc1ccc2nc(-c3ccccn3)[nH]c2c1,-10%,-23%,1%
COc1cccc(NC(=O)CCNC(=O)Cn2ccc3ccccc3c2=O)c1,-6%&0%,11%&-2%,2%&-2%
O=S(=O)(Nc1ccc2nc(N3CCOCC3)sc2c1)c1ccccc1,-15%,u,u
O=C(COc1ccc(Cl)cc1)NCc1nnc(SCC(=O)NCC2CCCO2)o1 (centres undefined),-14%,u,17%
COc1ccc2c(CNC3CCCCCC3)c(C(=O)O)n(Cc3ccccc3F)c2c1,5%,u,u
CCC(C(=O)NC1CCCCC1)n1nc(C)c2sc3ccccc3c2c1=O (centres undefined),-2%,10µM*,9.2µM*
Cc1ccc(N(CC(=O)Nc2ccc(Br)c(C)c2)S(=O)(=O)c2c(C)[nH]c(=O)[nH]c2=O)cc1,-6%,19%,15%
CCOC(=O)c1c(C)[nH]c(CCC(=O)NCc2ccc(OC)c(OC)c2)c1C,-6%,-9%,-10%
COc1ccc(CN2CCCC(n3cc(C(=O)N4CCCCC4)nn3)C2)c(OC)c1OC (centres undefined),x,-5%[9.04 µM],-12%
O=C(CN1CCc2ccccc2C1)c1cccs1,-5%,-6%,-30%
CC(C)C(=O)N1CCN(c2ccccc2NC(=O)c2cc([N+](=O)[O-])ccc2N2CCOCC2)CC1,-15%,u,13µM*
O=C1C2CCCCN2C(=O)N1CCN1CCN(c2ccc([N+](=O)[O-])cc2)CC1 (centres undefined),-9%,-24%,u
COc1cc(/C=N/NC(=O)COc2c(C)cc([N+](=O)[O-])cc2C)ccc1OC(=O)c1ccccc1Br,-7%,u,u
N#CC1=C(N)Oc2cc(N)ccc2C1C1CC=CCC1 (centres undefined),-7%,u,u
CCOC(=O)C(NC(C)=O)(Nc1ccc(F)cc1)C(F)(F)F (centres undefined),-3%,-14%,6%
Cc1cc(OC(=O)c2ccccc2[N+](=O)[O-])c([N+](=O)[O-])c(=O)[nH]1,-4%,0%,0%
CCCn1c(SCC(=O)Nc2ccc3c(c2)CCC3)n[nH]c1=O,1%,0%,9%
Cc1ccc(Cl)cc1N1CCN(C(=O)Cn2cnc3nc4c(cc3c2=O)CCCC4)CC1,-1%,u,u
CCOc1cc(C(=O)NCCOC)ccc1OC,-1%,0%,u
Cc1ccc(Nc2cc(=O)[nH]c(=O)[nH]2)cc1Cl,-2%,u,u
O=C(Nc1cccc(S(=O)(=O)N2CCCCCC2)c1)C1CC(=O)N(c2ccc3c(c2)OCCO3)C1 (centres undefined),-6%,-14%,-19%
CC(=O)NC(CC(=O)N(C)Cc1cccc(Cl)c1Cl)c1ccccc1 (centres undefined),-7%,u,u
CCOc1ccccc1C(=O)Nc1nnc(COC)s1,-3%&-14%,u,u
CSc1ccc(CNC(=O)Cn2ccc3cc(S(=O)(=O)N4CCCC4)ccc32)cc1,-8%,u,u
Cc1cccc(-c2nnc(-c3cccc(NC(=O)Cc4cccs4)c3)o2)c1,-9%,18µM*,15µM*
CCc1cc(C(=O)NNC(=O)CCN2CCN(c3ccccc3)CC2)sc1C,-5%,6%,15%
COC(=O)CCCC(=O)N1CCCC(C(=O)c2ccc(OC)cc2C)C1 (centres undefined),-15%,6%,0%

# Source: PubChem (National Center for Advancing Translational Sciences (NCATS))
